PglD DTNB – inhibitors of Campylobacter jejuni PglD acetyltransferase; inhibition, % at 12.5 µM; hit rate 0.098% among 360,000; purified PglD enzyme, DTNB colorimetric CoA detection; in the data active means inhibition above about 16%, passing the limit was not always enough; inconclusive means no clear call, values can overlap the other calls; further: strong numbers were not always called active
DENV2 CPE rescue – inhibitors of DENV2 cytopathic effect; CPE inhibition, % at 9.99 µM; hit rate 1.7% among 350,000; AID 651640; DENV2-infected cells, cytopathic effect rescue, plate reader; in the data active means CPE inhibition above about 20%, passing the limit was not always enough; inconclusive means no clear call, values can overlap the other calls; tested in BHK-21 cells;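 further: 0% = median of neutral control wells and 100% = median of positive control wells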
ERp5 inh – blocks human ERp5 reductase activity on insulin | Q15084 | ERp5 insulin aggregation, absorbance 650 nm, 90 min | inhibition, % at 9.99 µM | hit rate 0.05% among 350,000 | AID 651711;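 active means mean replicate inhibition above about 25%, with every replicate also reaching it, limit read from the data, passing the limit was not always enough; inconclusive means only one of those two criteria met; inactive means neither criterion met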
Statin myotox sup – suppression of simvastatin myotoxicity | hit rate 0.78% among 330,000 | C2C12 myotubes + simvastatin, ATP luminescence, 48 h; scaled: DMSO 0, geranylgeraniol control 100 | rescue of ATP level, % at 7.49 µM;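 active means mean ATP rescue above about 67%, or every replicate alone reaching that limit, limit read from the data, passing the limit was not always enough; inconclusive means no clear call, values can overlap the other calls; inactive means mean under the limit and some replicate under it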;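 further: myotubes were challenged with 10 µM simvastatin during compound exposure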
S100A4 inh HTS – inhibitors of human S100A4 binding to myosin IIA peptide. inhibition, % at 10.7 µM. P26447. hit rate 0.14% among 360,000. S100A4/TAMRA-MyoIIA peptide fluorescence polarization;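 active means mean inhibition of at least 70% across replicates, with every replicate also reaching that level; inconclusive means mean inhibition reaches 70% but some replicates fall short; inactive means mean inhibition below 70%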
Target sequence (P26447 whole entry, looked up): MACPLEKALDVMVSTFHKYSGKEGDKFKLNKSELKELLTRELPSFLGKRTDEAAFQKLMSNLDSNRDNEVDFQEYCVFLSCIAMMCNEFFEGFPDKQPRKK
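Material: human S100A4 monomer with TAMRA-labelled myosin IIA peptide; buffer or medium: HEPES pH 7.2 with CaCl2, KCl, NaCl, DTT, Triton; compound dosing: one concentration per compound; schedule: 5 min incubation before reading; benchmarks: neutral control DMSO, positive control TFP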
E-selectin induc – induces E-selectin expression in human endothelial cells; P16581; HUVEC E-selectin immunofluorescence imaging; normalized: neutral wells 0, TNF-alpha wells 100; activation, % at 7.58 µM; hit rate 0.37% among 260,000;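 active means mean E-selectin-positive cell signal at least 10% of the positive control, reached in at least 60% of replicates, without over 20% cell loss; inconclusive means no rule given, readout overlaps actives, possibly toxicity-flagged; inactive means the rest, including those meeting only one limit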;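 further: in these data hits start at about 27%; measured in HUVEC primary endothelial cells; signal is the percent of cells scored E-selectin positive by PE staining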
Target sequence (P16581 whole entry, looked up): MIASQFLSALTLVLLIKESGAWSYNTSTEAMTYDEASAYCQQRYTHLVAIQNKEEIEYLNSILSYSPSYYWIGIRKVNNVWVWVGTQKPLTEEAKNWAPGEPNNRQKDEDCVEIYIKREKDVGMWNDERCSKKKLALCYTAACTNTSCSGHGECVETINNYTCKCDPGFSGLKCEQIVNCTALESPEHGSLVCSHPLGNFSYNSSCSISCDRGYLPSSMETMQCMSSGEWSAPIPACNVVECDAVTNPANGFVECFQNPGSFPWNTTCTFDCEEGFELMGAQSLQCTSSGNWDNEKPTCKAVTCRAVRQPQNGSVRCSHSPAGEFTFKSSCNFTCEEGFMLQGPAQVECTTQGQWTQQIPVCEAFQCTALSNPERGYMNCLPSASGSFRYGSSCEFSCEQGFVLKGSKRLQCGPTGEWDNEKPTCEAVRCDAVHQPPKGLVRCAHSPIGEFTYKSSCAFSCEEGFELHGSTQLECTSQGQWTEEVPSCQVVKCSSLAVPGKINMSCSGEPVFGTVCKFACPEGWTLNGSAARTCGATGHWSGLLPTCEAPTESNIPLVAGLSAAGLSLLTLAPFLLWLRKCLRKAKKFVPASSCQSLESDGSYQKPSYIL
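Read-out: % PE-positive cells | Test system: HUVEC | Doses: One compound dose added by pin transfer | Buffer or medium: EGM-2 over gelatin coat | Signal: Immunofluorescence imaging | Benchmarks: TNF-alpha, DMSO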
SIRT5 block – sirtuin-5 (human) deacylase inhibition. Q9NXA8. Purified SirT5, succinyl-peptide AMC, trypsin-coupled fluorescence. inhibition, % at 15 µM. hit rate 1.1% among 330,000. AID 652115; in the data active means inhibition above about 15%; inconclusive means no clear call, values can overlap the other calls
Target sequence (Q9NXA8 whole entry, looked up): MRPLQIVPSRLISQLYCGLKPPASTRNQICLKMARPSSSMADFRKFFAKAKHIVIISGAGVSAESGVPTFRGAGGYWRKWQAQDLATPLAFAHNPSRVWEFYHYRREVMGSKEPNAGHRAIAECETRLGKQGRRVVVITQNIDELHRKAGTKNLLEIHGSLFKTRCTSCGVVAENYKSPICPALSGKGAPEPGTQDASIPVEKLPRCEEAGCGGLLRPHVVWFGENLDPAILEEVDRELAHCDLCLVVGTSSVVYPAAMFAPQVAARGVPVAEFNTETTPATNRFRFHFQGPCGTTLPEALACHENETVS
Starred values were filed as active, the others as inactive; ? = inconclusive; . = no result given; & = joins results of further samples. A portion of the library; rates above refer to the full screens.

Value order: PglD DTNB	DENV2 CPE rescue	ERp5 inh	Statin myotox sup	S100A4 inh HTS	E-selectin induc	SIRT5 block
> Cc1sc2ncn(CC(=O)NC3CCCCC3)c(=O)c2c1C
 : -2	-3	2	-7	-3	.	-3
> O=C(NC(=S)Nc1cc([N+](=O)[O-])ccc1O)c1cccnc1
 : .	3	-1	.	2	.	.
> Cc1ccccc1COC(=O)CN1C(=O)NC2(CCCC2)C1=O
 : 1	6	-1	4	-1	.	-4
> CN[C@H]1C[C@H]2c3[nH]c4ccc(-c5cccc(C)c5)cc4c3CCN2C[C@H]1[C@H](C)O
 : 2	-1	8	-3	-13	0.2	-3
> COc1cc(OC)cc(C(=O)NC(=S)Nc2ccc3[nH]c(=O)[nH]c3c2)c1
 : -14	-1	1	-1	0	.	-2
> C=C(C)CN(CC)C(=O)CN1C(=O)NC(C)(c2ccc3ccccc3c2)C1=O (configuration not stated)
 : .	-8	-5	.	4	0.2	8
> CCCn1nc(C(=O)NCc2ccc3c(c2)OCO3)c2ccccc2c1=O
 : 1	8	4	10	-2	.	0
> CCN(CC)c1ccc2cc(C(C)=O)c(=O)oc2c1
 : -5	.	1	.	-8	.	2
> C=CCOc1c(Cl)cc(C(=S)N2CCCC2)cc1OCC
 : -6	8	-1	-4	2	0.8	1
> O=C(Nc1ccc(F)cc1)N1CC(=O)N2[C@@H](CO)[C@@H](c3ccc(-c4ccc(F)cc4)cc3)[C@@H]2C1
 : .	?	8	.	0	-0.3	3
> CC1=C(C(=O)OCc2ccccc2)C(c2ccc(C#N)cc2)NC(=O)N1CCCC(=O)O (configuration not stated)
 : 3	16	-2	-5	-11	0.1	-1
> NC(=O)c1ccc(-c2noc(-c3cccc(Cl)c3)n2)cc1
 : 3	4	-2	9	27	0.1	.
> NC(c1csc(NC(=O)Nc2ccccc2Cl)n1)C1CCCCC1 (configuration not stated)
 : 0	-7	-2	-8	-3	0.0	1
> Cc1cc(C)nc(N/C(=N\S(=O)(=O)Cc2ccccc2)Nc2ccc(F)c(Cl)c2)n1
 : .	-1	-1	.	-19	0.0	1
> Cc1noc(C)c1NC(=O)Nc1cccc2c1O[C@H](CN(C)S(=O)(=O)c1c(C)noc1C)[C@@H](C)CN([C@H](C)CO)C2=O
 : 0	11	2	5	5	0.0	.
> C[C@@H]1CN([C@H](C)CO)C(=O)c2cc(N(C)C)ccc2O[C@H]1CN(C)S(C)(=O)=O
 : 2	-8	3	3	24	-0.1	-3
> CCCNC(=O)Nc1ccc2c(c1)C(=O)N(C)C[C@H](OC)[C@H](C)CN(Cc1cncnc1)[C@H](C)CO2
 : 2	53*	-2	4	2	-0.1	-2
> O=C(CN(Cc1ccccc1)C(=O)CCC(=O)Nc1ccccn1)NCCc1ccccc1
 : 10	-1	-3	4	0	.	-3
> CCC(=O)Nc1ccc2c(c1)C(=O)N(C)C[C@@H](OC)[C@@H](C)CN(C(=O)CC)[C@H](C)CO2
 : 2	5	-3	-31	16	-0.1	6
> O=C(CCCc1cccs1)Nc1nc(-c2ccc(F)cc2)cs1
 : .	-1	7	.	-1	.	1
> COc1ccc(C)cc1NC(=O)C1CCCCN1S(=O)(=O)c1ccccc1 (configuration not stated)
 : -2	5	3	18	0	.	-1
> CC(=O)c1cccc(S(=O)(=O)N2CCC(c3nc4ccccc4[nH]3)CC2)c1
 : 1	-7	8	2	2	.	-2
> NCc1ccccc1CS(=O)(=O)N1CCOCC1
 : 7	3	-6	0	-2	-0.7	-2
> NC(=O)C1=C[C@H](c2ccc(C(F)(F)F)cc2)C[C@H](OCc2ccc(CO)cc2)O1
 : -2&-9	-1&-1	2&-3	-8	7&3	0.4	-2&1
> CC(C)Cn1c(=O)c(C(=O)NCc2ccc3c(c2)OCO3)c(O)c2ccccc21
 : -4	7	2	-3	-3	0.2	-5
> CCC(C)(C)NC(=O)C(c1ccccc1)N(Cc1cccnc1)C(=O)c1csnn1 (configuration not stated)
 : 0	.	.	-4	.	-2.7	.
> O=C1C=C(c2ccc(C(=O)O)c(Cl)c2)C[C@@H](c2ccc3c(c2)OCO3)C1
 : -5	-16	8	-3	0	-0.2	.
> CCN1CCN(C(CNS(=O)(=O)c2cccs2)c2cccnc2)CC1 (configuration not stated)
 : 0	-3	2	20	-1	0.2	-5
> C[C@H](CO)N1C[C@H](C)[C@H](CN(C)Cc2cccnc2)Oc2cc(-c3cncnc3)ccc2S1(=O)=O
 : 0	1	-9	-11	9	0.5	-5
> CCN(CC)CCCNC(=S)N(Cc1cccs1)Cc1cc2cc3c(cc2[nH]c1=O)OCCO3
 : 3	2	4	-4	-10	.	-2
> C=CCNc1nc(-c2ccc3c(c2)OCCO3)cs1
 : 3	-2	8	5	-8	-0.6	-3
> N#C/C(=C\c1ccccc1O)C(=O)Nc1cccnc1
 : 2	3	4	-5	-11	5.3	1
> COc1ccccc1-c1cnc2c(c1)C(=O)N([C@@H](C)CO)C[C@@H](C)[C@@H](CN(C)CC1CCOCC1)O2
 : 1	0	0	5	-5	-0.1	1
> Cc1ccc(S(=O)(=O)c2cc3c(=O)n4ccccc4nc3n(C3CCCCC3)c2=N)cc1
 : 2	-4	2	13	1	-0.4	-1
> COc1ccc(CNC(=O)C[C@@H]2C[C@H]3c4cc(NC(=O)CN(C)C)ccc4O[C@H]3[C@H](CO)O2)cc1
 : 0	-5	0	8	3	0.6	3
> CC(=O)c1sc(NC(=O)C2=NN(c3ccccc3)C(=O)CC2)nc1C
 : .	0	2	.	0	-0.1	1
> COc1ccc(CCN(C)C2CCCN(C(=O)c3ccnn3C)C2)cc1OC (configuration not stated)
 : -4	0	3	-5	0	0.3	2
> CCOC(=O)N1CCN(C(=O)C2CCN(Cc3nc(-c4ccccc4C)oc3C)CC2)CC1
 : 4	?	1	-34	2	-0.2	0
> CCCCN(C)C(=O)C1CCC(CNS(=O)(=O)c2ccc3c(c2)CC(C)N3C(=O)C2CC2)CC1 (configuration not stated)
 : 2	0	-17	-7	-10	.	0
> O=C(O)C(CCc1ccccc1)(Cc1ccccc1)C(=O)O
 : -4	10	-7	0	-10	-1.3	-4
> CO[C@@H]1CN(C)C(=O)c2ccc(NC(=O)NC(C)C)cc2OC[C@H](C)NC[C@@H]1C
 : -1	-3	0	-7	5	0.0	-3
> C[C@H](CO)N1C[C@H](C)[C@@H](CN(C)C(=O)CC2CC2)Oc2ncc(C#CC(C)(C)O)cc2C1=O
 : -1	12	-8	4	9	-0.1	-1
> COc1cc(/C=N\NC(=O)c2nonc2N)c(OC)cc1Br
 : -4	6	-3	11	-3	.	.
> Cc1nc(SCC(=O)NCC(F)(F)F)c2c(-c3cccs3)csc2n1
 : .	11	-1	.	-8	.	0
> CO[C@H]1CN(C)C(=O)c2cc(NS(C)(=O)=O)ccc2OC[C@H](C)N(C(=O)CC2CC2)C[C@@H]1C
 : -2	-2	-5	-1	-1	-0.3	-1
> C[C@H](CO)N1C[C@H](C)[C@H](CN(C)C(=O)Nc2cccc3ccccc23)Oc2c(NC(=O)Nc3cccc4ccccc34)cccc2C1=O
 : 3	2	20	.	-12	0.2	6
> Cc1ccccc1-c1ccc2c(c1)O[C@@H](CN(C)C(=O)C1CC1)[C@@H](C)CN([C@@H](C)CO)S2(=O)=O
 : 6	-5	1	-54	11	1.2	4
> CC(C)NC(=O)Nc1ccc2c(c1)CC(=O)N([C@H](C)CO)C[C@@H](C)[C@H](CN(C)C(=O)NC1CCCCC1)O2
 : 3	?	0	9	8	1.6	11
> CC(=O)C1C(c2ccc(Cl)cc2)c2c(noc2C)CC1(C)O (configuration not stated)
 : -2	-1	-2	1	-2	0.4	2
> CCOC(=O)N1CCN(C(=O)c2cc(COc3cccc(C(F)(F)F)c3)on2)CC1
 : 0	5	-2	.	-11	.	-2
> CC=Cc1ccc2n(c1=O)C[C@@H]1[C@@H](CO)[C@H](C(=O)N[C@H](C)c3ccccc3)[C@H]2N1Cc1ccncc1 (mixture of isomers)
 : 1	0	0	-3	2	-0.1	-13
> C[C@H]1CN([C@@H](C)CO)C(=O)c2cccc(N(C)C)c2O[C@H]1CN(C)S(C)(=O)=O
 : 0	15	-3	4	-4	-0.1	-3
> COc1ccc(-n2nnnc2C(C2CC2)N2CCN(C/C=C/c3ccccc3)CC2)cc1 (configuration not stated)
 : 3	2	-1	10	-12	.	4
> Cc1noc(C)c1NC(=O)Nc1ccc2c(c1)C(=O)N([C@@H](C)CO)C[C@@H](C)[C@H](CN(C)C(=O)Nc1cccc3ccccc13)OCCCC[C@H](C)O2
 : -2	15	2	14	-4	-0.1	0
> COCC(C)n1c(C)cc(C(=O)COC(=O)c2ccc3c(c2)NC(=O)CS3)c1C (configuration not stated)
 : -1	.	6	-1	1	0.9	-2
> COc1ccccc1C1CC(c2ccccc2)=NN1C(=O)c1ccccc1 (configuration not stated)
 : 12	4	2	1	-6	.	-5
> CCC(=O)Nc1ccc2c(c1)C(=O)N(C)C[C@H](OC)[C@@H](C)CN(C(=O)c1ccccc1F)[C@@H](C)CO2
 : 1	4	-2	8	-8	-0.2	-3
> CC(=O)CC(=O)N1C(=O)N(C)[C@@]2(C)Oc3ccccc3[C@@H]1[C@H]2COC(=O)c1ccc([N+](=O)[O-])cc1
 : 0	4	6	.	-1	.	-6
> CC1(C)CC[C@]2(C(=O)O)CC[C@]3(C)C(=CC[C@@H]4[C@@]5(C)CC[C@H](O)C(C)(C)[C@@H]5CC[C@]43C)[C@@H]2C1
 : 0	-9	-3	7	1	-0.2	4
> COc1ccccc1Cc1c(-c2ccc(OC)c(OC)c2)nc2c(C)cc(Br)cn12
 : 4	5	-10	12	-1	0.0	3

Remaining list, next part
Value order: PglD DTNB	DENV2 CPE rescue	ERp5 inh	Statin myotox sup	S100A4 inh HTS	E-selectin induc	SIRT5 block
> O=C(N/N=C/c1cccc(O)c1)c1ccc(NC(=O)c2cccc([N+](=O)[O-])c2)cc1
 : .	.	6	.	0	.	0
> O=C(c1cc2cc([N+](=O)[O-])ccc2oc1=O)n1cccn1
 : -2	2	-3	3	1	2.9	3
> O=C1CN(C(=O)CC2C(=O)NCCN2Cc2ccccc2C(F)(F)F)CCN1 (configuration not stated)
 : 1	-1	-4	-4	-1	.	-7
> CCCC(=O)C1=C(O)C(C(=O)OC)C(C)(C)CC1=Nc1cccc([N+](=O)[O-])c1 (configuration not stated)
 : 1	11	-4	-2	-4	0.1	-1
> COC(=O)c1ccc(COc2ccc(/C=C/C(=O)c3ccc(OC)c(CSCC(=O)O)c3)cc2OC)cc1
 : 4	4	-1	6	3	-0.8	2
> CO[C@H]1CN(C)C(=O)c2cc(NS(=O)(=O)c3ccccc3F)ccc2OC[C@H](C)NC[C@@H]1C
 : -4	-4	0	5	-2	0.0	0
> O=S1(=O)c2cc(Cl)ccc2N2CCC[C@@H]2CN1Cc1ccc(Cl)c(Cl)c1
 : .	7	-1	.	-5	1.0	-4
> O=C(NCC1CC1)c1csc([C@@H]2O[C@H](CO)[C@H](O)[C@H](O)[C@H]2O)n1
 : -1	-15	0	6	-19	0.4	.
> O=C(CSc1ccc(-c2cccc([N+](=O)[O-])c2)nn1)NCc1ccccc1
 : .	1	-3	.	-3	0.0	-2
> CSCCC(=O)NC1CC(C)(C)Cc2c1cnn2-c1ccccc1C (configuration not stated)
 : 5	-2	6	17	-13	.	-1

Structures shown so far containing an aryl thioether with sulfur outside any ring, in the order listed:
Value order: PglD DTNB	DENV2 CPE rescue	ERp5 inh	Statin myotox sup	S100A4 inh HTS	E-selectin induc	SIRT5 block
> Cc1nc(SCC(=O)NCC(F)(F)F)c2c(-c3cccs3)csc2n1
 : .	11	-1	.	-8	.	0
> O=C(CSc1ccc(-c2cccc([N+](=O)[O-])c2)nn1)NCc1ccccc1
 : .	1	-3	.	-3	0.0	-2

Screening results (PubChem BioAssay)
